# mIAP act: mouse IAP activation | muIAP, CDP-Star luminescence, 30 min; active compounds read high; 1 = vehicle-only enzyme signal, 0 = enzyme-free wells | activation factor at 10 µM | 0.24% of 330,000 active | AID 2805;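 active = activation factor of at least 2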; note: the source names both 10 and 20 µM as test concentration; values of inactives mirror those of a sister screen read the other way
#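 Assay system: mouse IAP enzyme / Compound: DMSO-dissolved test compounds / Timing: 30 min, room temperature / Measured by: luminescence from enzymatic CDP-Star hydrolysis / Control set: DMSO-only wells, enzyme-free buffer wells as negative control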
# hIAP act: increases human intestinal alkaline phosphatase activity. P09923. purified human IAP, CDP-Star luminescence, 30 min; active compounds read high; 1 = vehicle-only enzyme, 0 = enzyme-free background. activation factor at 10 µM. 0.16% of 330,000 active. AID 2524;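 active = activation factor of the enzyme at least 2-fold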; note: the source names both 10 and 20 µM as test concentration; values of inactives mirror those of a sister screen read the other way
# mIAP inh: blocks mouse intestinal alkaline phosphatase; purified mouse IAP, CDP-Star luminescence, 30 min; inhibition, % at 10 µM; 0.2% of 330,000 active; AID 2806;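 active = inhibition of at least 40% at 10 µM in the primary screen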;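 note: plate controls were DMSO with enzyme for no effect and no enzyme wells for full effect; values of inactives mirror those of a sister screen read the other way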
# MIN6 prolif: MIN6 beta-cell proliferation induction; proliferation, % at 10 µM; AID 2380; 0.29% of 330,000 active; MIN6 cells proliferation, ATPlite luminescence, 48 h; cells starved in 0.2% serum; 100% = growth in 10% serum;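 active = compounds whose signal lies at least 3.5 SD above the mean of all wells on their plate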;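 note: 0% = DMSO-treated cells in low-serum medium and 100% = 10% serum control; some compounds called inactive have numbers as strong as hits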
# hIAP block: blocks human intestinal alkaline phosphatase | inhibition, % at 10 µM | purified IAP, CDP-Star luminescence, 30 min | P09923 | AID 2544 | 0.12% of 330,000 active;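 active = inhibition reaching a set limit with compound at 10 µM in the primary screen, cut at about 35% in these data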;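 note: plate controls were DMSO wells with enzyme for no effect and no-enzyme buffer wells for full effect; values of inactives mirror those of a sister screen read the other way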
# NR3A LBD binder: modulators (binders) of human NR3A ligand-binding domain. NR3A LBD differential scanning fluorimetry, Tm shift; 0% = protein alone, 100% = glycine-bound protein. Tm shift relative to glycine control, % at 25 µM. 2.5% of 340,000 active;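 active = melting temperature shift of at least 10% of the positive control shift, at one fixed dose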
# APOBEC3G inh: inhibitors of human APOBEC3G DNA deaminase; 0.28% of 330,000 active; Q9HC16; recombinant A3G, ssDNA deamination FAM/TAMRA fluorescence; inhibition, % at 20 µM;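 active = inhibition of at least 40% at 20 µM, with no more than 30% in the related APOBEC3A deaminase screen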;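 note: plate controls were DMSO wells with A3G for no effect and wells lacking A3G enzyme for full effect; some compounds called inactive have numbers as strong as hits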
# Target sequence (Q9HC16 whole entry, looked up): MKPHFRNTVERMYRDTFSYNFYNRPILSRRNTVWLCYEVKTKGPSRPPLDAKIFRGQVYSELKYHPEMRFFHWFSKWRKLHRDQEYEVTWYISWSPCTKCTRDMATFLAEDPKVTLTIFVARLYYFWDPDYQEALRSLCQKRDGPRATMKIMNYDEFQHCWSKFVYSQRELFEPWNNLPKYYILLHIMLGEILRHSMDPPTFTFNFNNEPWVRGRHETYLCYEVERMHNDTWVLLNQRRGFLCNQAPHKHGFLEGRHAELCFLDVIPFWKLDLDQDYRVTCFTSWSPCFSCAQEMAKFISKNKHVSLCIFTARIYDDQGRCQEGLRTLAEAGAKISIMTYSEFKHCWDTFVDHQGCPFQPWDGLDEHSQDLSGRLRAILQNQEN
# A3A deaminase: blocks human APOBEC3A ssDNA deamination; P31941; recombinant A3A, FAM/TAMRA ssDNA deamination fluorescence; inhibition, % at 20 µM; 0.41% of 330,000 active; AID 493011;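 active = at least 40% inhibition at 20 µM here, with at most 30% in a related deaminase screen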;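 note: plate controls were A3A with DMSO for no effect and wells lacking A3A enzyme for full effect; some results filed as inactive read as strong as hits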
# Target sequence (P31941 whole entry, looked up): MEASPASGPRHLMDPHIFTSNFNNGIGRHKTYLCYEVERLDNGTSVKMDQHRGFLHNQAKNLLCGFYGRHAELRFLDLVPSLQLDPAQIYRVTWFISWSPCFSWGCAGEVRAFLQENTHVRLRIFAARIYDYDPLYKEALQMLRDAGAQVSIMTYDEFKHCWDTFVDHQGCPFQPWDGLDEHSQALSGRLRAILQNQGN
# MPTP block: inhibitors of mitochondrial permeability transition pore. isolated mouse mitochondria, Ca2+ swelling absorbance, 30 min. inhibition, % at 10 µM. 1.4% of 360,000 active;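 active = inhibition of 50% or more, scaled per plate between neutral and stimulator controls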;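 note: 0% = DMSO wells given calcium and 100% = 1 mM EGTA wells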
# An asterisk follows results filed as active; . = no result given. Hits appear at their usual frequency (roughly 5% active in at least one column).
SMILES,mIAP act,hIAP act,mIAP inh,MIN6 prolif,hIAP block,NR3A LBD binder,APOBEC3G inh,A3A deaminase,MPTP block
CS(=O)(=O)c1ccc2nc(NC(=O)c3ccc(NS(=O)(=O)c4cccc([N+](=O)[O-])c4)cc3)sc2c1,0.97,1.1,3,-3,-6,16*,-3,0,6.7
CC1CCN(S(=O)(=O)c2ccc(C(=O)N3CCCC3C(=O)O)cc2)CC1 (centres undefined),0.93,1.1,8,-3,-13,-1,-7,-1,-0.2
CCCCCCCNC(=O)C1(CC2CC(c3ccccc3)=NO2)CCN(C(=O)OC(C)(C)C)CC1 (centres undefined),1.6,0.86,-57,-7,14,3,-10,-1,-0.4
C[C@]12c3[nH]c4ccccc4c3CCN1C(=O)C(CC(=O)NCCCn1ccnc1)C[C@@H]2C(=O)N1CCCCC1 (some centres undefined),1.2,1.3,-17,-3,-30,3,-2,-3,0.0
CCn1nc(C)c(CN2CCC(n3nccc3NC(=O)Cc3ccccc3)CC2)c1C,0.96,1.3,4,3,-25,14*,-5,-2,0.1
COCCn1nnnc1C(c1ccccn1)N1CCN(c2cccc(C)c2C)CC1 (centres undefined),0.96,0.89,4,5,11,0,2,5,-4.8
CCOC(=O)c1c(N)sc(-c2ccccc2)c1C,0.75,0.94,25,-3,6,-4,31,3,1.5
CC(C)NC(=O)Nc1ccc2c(c1)C(=O)N([C@H](C)CO)C[C@@H](C)[C@@H](CN(C)C(=O)NC1CCCCC1)O2,1.2,0.87,-20,4,13,-1,-9,-2,-0.6
NC(=O)c1ccc(N2CCC(C(N)=O)CC2)c([N+](=O)[O-])c1,1,0.87,-3,-2,13,-1,-6,-1,0.8
CCOc1ccc2c(C)cc(=O)oc2c1OCC,1,1.1,-2,1,-11,-2,-5,-3,-0.5
COc1cc(C(=O)Nc2cc(-c3nc4cc(C)ccc4o3)ccc2C)cc(OC)c1OC,0.97,1.2,3,-6,-20,2,-6,-1,-1.5
Cc1cc(Br)c2[nH]c3c(c2c1)CCCC3=O,0.88,1.1,12,-1,-7,-6,-1,-2,1.4
Cc1[nH]c2ccccc2c1/C=C(\C#N)C(=O)NCC1CCCO1 (centres undefined),0.89,1.1,11,-2,-7,1,-2,2,1.2
CCOc1ccc(OCCSc2nc(C)cc(=O)[nH]2)cc1,0.98,0.97,2,-2,3,1,-8,-4,1.1
CC(OC(=O)Cc1ccsc1)C(=O)Nc1ccc(Cl)cn1 (centres undefined),0.96,1,4,-1,-2,3,-9,-3,-0.2
O=S(=O)(Nc1cccc(CCc2ccccn2)c1)c1cc(Cl)ccc1Cl,0.96,0.95,4,-2,5,-18,-9,-3,17
CCOC(=O)C1(Cc2cccc(OC)c2)CCCN(C(=O)CCN2CCCO2)C1 (centres undefined),1.1,1.1,-6,-3,-10,0,0,-3,0.9
CSc1nc(Sc2ccccc2)c2ccccc2n1,0.91,0.96,9,0,4,4,-3,-1,2.2
COc1ccc(CNCCC(c2ccc(F)cc2)c2ccc(OC)cc2)cc1 (centres undefined),1.1,0.93,-11,-7,7,0,-10,1,56*
CCCCn1c(SCC(=O)N2CC(C)CC(C)C2)nc2cc(S(N)(=O)=O)ccc21 (centres undefined),0.98,0.95,2,3,5,-2,-6,1,-1.2
CCOc1ccccc1N(CC(=O)Nc1ccc2c(c1)OCCO2)S(C)(=O)=O,1.1,0.98,-10,1,2,1,-1,3,-1.6
C/C(N)=C(/C#N)C(=O)CSc1nc2ccccc2[nH]1,0.89,1.1,11,-2,-7,-1,3,13,-1.4
COc1ccc(OC)c(CCNC(=O)C(C)n2nc(C)c3c(C)n(-c4ccccc4)nc3c2=O)c1 (centres undefined),1.1,1.1,-8,2,-10,-2,4,0,0.9
COc1cc(C(=O)N2CCN(C(=O)c3ccccc3)CC2)cc(OC)c1OC,1.1,0.95,-8,1,5,-15,-5,-5,0.0
Nc1ccccc1-c1nc2ccccc2c(=O)o1,1.1,0.97,-10,-1,3,-2,-7,-6,1.2

# Remaining list, next part
SMILES,mIAP act,hIAP act,mIAP inh,MIN6 prolif,hIAP block,NR3A LBD binder,APOBEC3G inh,A3A deaminase,MPTP block
CCC(NC(=O)CNC(=O)CNC(=O)c1ccc(Cl)cc1Cl)c1ccc(C)cc1 (centres undefined),1.1,1.2,-7,-1,-18,-3,-10,-3,1.5
Cc1ccnc(NC(=O)c2cccc(S(=O)(=O)N3CCN(c4ccccc4)CC3)c2)c1,0.94,0.99,6,-5,1,.,-3,2,1.2
COc1cccc(NC(=O)COC(=O)Cc2ccc(Br)cc2)c1,1.1,1.1,-6,-2,-10,-4,-6,0,0.4
Cc1ccc(-c2nc(SC(C)C(=O)N3CCOCC3)n[nH]2)cc1 (centres undefined),1,0.75,-3,-1,25,-14,-7,0,-0.7
COc1ccc(NC(=O)N2CCCC2C(=O)NCc2ccccc2Cl)cc1 (centres undefined),1,1.1,-3,1,-14,-2,-6,-3,-1.0
CC(CCc1ccccc1)NC(=O)Cc1cccs1 (centres undefined),1.2,1.2,-16,-4,-17,0,-7,1,0.9
COc1ccc2c(c1)C(=O)CC(c1ccc3c(c1)OCCO3)O2 (centres undefined),0.91,1,9,-3,-2,-2,-11,-5,0.7
CCOC(=O)N1CCN(C(=O)C2CCN(S(=O)(=O)CC)CC2)CC1,0.93,0.92,8,-1,8,1,-5,14,-1.3
C/C(=N\NC(=O)c1cc(C)nc2ccccc12)c1cccs1,1,1.1,-4,-1,-10,-1,-4,-2,0.2
c1cncc(-c2nnc3sc(C4CCCCC4)nn23)c1,1.1,1.2,-6,-2,-18,-2,-5,-5,0.6
CCN(c1ccccc1)S(=O)(=O)c1ccc(OC)c(NC(=O)CN2C(=O)NC(C)(C)C2=O)c1,0.99,0.98,1,1,2,0,-9,-5,0.2
CCOC(=O)c1cc2sccc2n1CC(=O)Nc1ccc(OC)cc1,1,1,-2,-3,-4,-2,-5,-4,0.8
O=C(CCc1ccc(S(=O)(=O)NC2CCCCC2)cc1)N(Cc1ccccc1)Cc1ccccc1,1.2,1.1,-16,-3,-9,0,0,5,-4.6
CN(C)CCOc1ccc(C(C)(C)c2ccccc2)cc1,0.9,1,10,-2,-3,-1,-7,2,1.7
CN1C(=O)C(CC(=O)Nc2ccc(F)cc2)N(Cc2ccco2)C1=S (centres undefined),1,0.9,-1,-1,10,-14,0,0,0.2
CC(C)(C)n1nnnc1C(c1ccc(C(F)(F)F)cc1)N(Cc1ccccc1)Cc1ccco1 (centres undefined),1,1,-4,-6,0,0,-5,17,15
C=CCc1cc(/C=C2/NC(=O)N(CC(=O)OC)C2=O)cc(OC)c1O,0.97,0.81,3,-1,19,0,-5,-1,-52
Cc1ccc(Nc2nc(N)nc(CN3CCN(C(=O)c4ccco4)CC3)n2)cc1Cl,0.95,1.1,5,2,-10,-5,0,4,-0.6
N/C(=N\OC(=O)c1ccccc1Cl)c1ccc(Cl)cc1,0.91,1.1,9,-2,-7,-1,-4,-1,1.5
CCOc1ccc(N2C(=O)C(Cl)=C(N3CCOCC3)C2=O)cc1,0.85,0.94,15,-1,6,0,-4,-3,-0.9
Cn1c(C(=O)O)cc2cc(Oc3ccccc3)ccc21,1,1.2,-3,-3,-25,-1,-7,-3,-1.1
CCOC(=O)C(NC(=O)c1ccccc1)(N1CCOCC1)C(F)(F)F (centres undefined),0.98,0.98,2,-2,2,1,-2,2,-0.1
O=C(NC(=S)Nc1nc(-c2cccc([N+](=O)[O-])c2)cs1)c1cc(Cl)ccc1Cl,0.81,1.2,19,-7,-18,11*,-2,2,57*
O=C(Nc1ccccc1C(=O)NC1CC1)c1ccccc1F,0.94,0.92,6,-2,8,-5,0,0,-1.8
O=C(CCN1C(=O)/C(=C\C=C\c2ccccc2)SC1=S)Nc1ccc(C(=O)O)cc1,0.72,1.2,28,-6,-24,6,-6,-5,-0.7

# Next part:
SMILES,mIAP act,hIAP act,mIAP inh,MIN6 prolif,hIAP block,NR3A LBD binder,APOBEC3G inh,A3A deaminase,MPTP block
COc1cccc(C(=O)C2CCCN(C(=O)c3ccccn3)C2)c1 (centres undefined),0.98,1.2,2,1,-22,0,-5,-3,1.0
COC(=O)c1cc2c(cc1N)OCCO2,0.94,0.95,6,2,5,0,-5,0,-1.0
O=C(O)CC(C(=O)OC1CCCCC1)N1CCOCC1 (centres undefined),0.94,0.96,6,-1,4,5,9,6,-0.5
CCOC(=O)COc1ccsc1C(=O)OC,0.98,1,2,-2,-1,-1,1,2,-0.4
CC(=O)c1cccc(NC(=O)Cn2cnc(S(=O)(=O)N3CCCC3)c2)c1,0.97,1.1,3,-2,-7,0,-5,-1,-1.5
CCOc1ccc(C(=O)/C=C/c2ccc(OC)c(OC)c2)cc1,0.98,0.85,2,-6,15,0,-15,0,0.4
COc1ccccc1N1CCN(C(=O)c2cc3c(s2)CCCCC3)CC1,1,1.2,-1,-1,-15,0,-6,-4,-1.1
Nc1ncnc(N2CCc3ccccc32)c1[N+](=O)[O-],1.1,1.1,-9,20*,-6,1,3,-1,0.3
N#Cc1c(Sc2ncc(C(F)(F)F)cc2Cl)nsc1C/C=N\OCc1ccccc1Br,0.9,0.86,10,-4,14,-1,-7,-2,3.3
CC(SC1=NCCS1)C(=O)Nc1nnc(-c2ccc(Br)cc2)s1 (centres undefined),0.98,1.1,2,-4,-12,-4,0,-1,2.2
Cn1ncc([N+](=O)[O-])c1C(=O)N/N=C/c1cccc([N+](=O)[O-])c1,0.93,1.1,7,3,-8,-3,-3,-1,1.0
O=C(Cc1c(Sc2ccccc2)c2ccccc2n1Cc1ccccc1)NCCO,0.98,1.1,2,-6,-6,-1,-4,10,4.1

# Quoted from the listing (five entries):
SMILES,mIAP act,hIAP act,mIAP inh,MIN6 prolif,hIAP block,NR3A LBD binder,APOBEC3G inh,A3A deaminase,MPTP block
Nc1ncnc(N2CCc3ccccc32)c1[N+](=O)[O-],1.1,1.1,-9,20*,-6,1,3,-1,0.3
N#Cc1c(Sc2ncc(C(F)(F)F)cc2Cl)nsc1C/C=N\OCc1ccccc1Br,0.9,0.86,10,-4,14,-1,-7,-2,3.3
CC(SC1=NCCS1)C(=O)Nc1nnc(-c2ccc(Br)cc2)s1 (centres undefined),0.98,1.1,2,-4,-12,-4,0,-1,2.2
Cn1ncc([N+](=O)[O-])c1C(=O)N/N=C/c1cccc([N+](=O)[O-])c1,0.93,1.1,7,3,-8,-3,-3,-1,1.0
O=C(Cc1c(Sc2ccccc2)c2ccccc2n1Cc1ccccc1)NCCO,0.98,1.1,2,-6,-6,-1,-4,10,4.1

# Entries of single compounds as entered above.
# Shown for COc1cccc(C(=O)C2CCCN(C(=O)c3ccccn3)C2)c1 (centres undefined) : mIAP act = 0.98; hIAP act = 1.2; mIAP inh = 2; MIN6 prolif = 1; hIAP block = -22; NR3A LBD binder = 0; APOBEC3G inh = -5; A3A deaminase = -3; MPTP block = 1.0
# Shown for CCOC(=O)COc1ccsc1C(=O)OC : mIAP act = 0.98; hIAP act = 1; mIAP inh = 2; MIN6 prolif = -2; hIAP block = -1; NR3A LBD binder = -1; APOBEC3G inh = 1; A3A deaminase = 2; MPTP block = -0.4
# Shown for CC(=O)c1cccc(NC(=O)Cn2cnc(S(=O)(=O)N3CCCC3)c2)c1 : mIAP act = 0.97; hIAP act = 1.1; mIAP inh = 3; MIN6 prolif = -2; hIAP block = -7; NR3A LBD binder = 0; APOBEC3G inh = -5; A3A deaminase = -1; MPTP block = -1.5

# Bioassay records: PubChem, Sanford-Burnham Center for Chemical Genomics
